Mtb UGM inh: M. tuberculosis UGM enzyme inhibitors, primary screen, biochemical, fluorescence polarization, single point; purified UGM, fluorescence polarization probe displacement; hit rate 0.06% among 320,000; AID 504406, 2011; inhibition, % at 10 µM; in the data active means inhibition above about 10%, passing the limit was not always enough
Vc quorum ag: inducers of Vibrio cholerae quorum light production without autoinducers, primary screen, BH1578 luxS cqsA deficient, single point. hit rate 0.16% among 350,000. V. cholerae BH1578 lux reporter, luminescence, 6 h. AID 588436, 2011. activation, % at 18.7 µM; in the data active means activation mostly above about 9.7%, no sharp cut-off; further: not every result past the cut was called active; inactives centre near 0; reference of the scale not given here
MazF activator: activators of E. coli MazEF toxin-antitoxin RNase, primary screen, biochemical, fluorescence, uHTS | activation, % at 20 µM | FAM/BHQ RNA-DNA oligo cleavage fluorescence, 5 h | Endoribonuclease toxin MazF (Escherichia coli (strain K12)), P0AE70 | hit rate 0.32% among 350,000; in the data active means activation above about 50%
Target sequence (P0AE70 whole entry, looked up): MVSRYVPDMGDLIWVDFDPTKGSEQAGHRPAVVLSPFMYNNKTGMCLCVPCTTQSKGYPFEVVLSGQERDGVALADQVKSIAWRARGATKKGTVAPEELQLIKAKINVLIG
FBA Mtb inh: Mtb FBA enzyme inhibitors, primary screen, biochemical, fluorescence, strain H37Rv. Fructose-bisphosphate aldolase (Mycobacterium tuberculosis (strain ATCC 25618 / H37Rv)), …. purified M. tuberculosis FBA, fluorescence read-out. inhibition, % at 1 µM. hit rate 2.3% among 360,000. AID 588726, 2011; in the data active means inhibition above about 27%;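 further: 0% = vehicle and 100% = reference inhibitor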
Target sequence (P9WQA3 whole entry, looked up): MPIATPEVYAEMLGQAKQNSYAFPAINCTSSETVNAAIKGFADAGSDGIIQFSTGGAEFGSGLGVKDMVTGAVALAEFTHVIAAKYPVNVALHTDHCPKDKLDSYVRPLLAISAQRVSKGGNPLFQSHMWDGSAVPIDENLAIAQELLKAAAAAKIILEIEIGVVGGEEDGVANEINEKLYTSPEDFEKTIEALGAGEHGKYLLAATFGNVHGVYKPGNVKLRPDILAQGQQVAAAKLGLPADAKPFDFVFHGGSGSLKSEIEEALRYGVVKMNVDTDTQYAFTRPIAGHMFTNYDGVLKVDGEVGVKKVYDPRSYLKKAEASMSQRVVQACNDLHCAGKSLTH
Mtb BioA inh: M. tuberculosis BioA enzyme inhibitors, primary screen, biochemical, plate reader, single point, HTS. 7,8-diaminopelargonic acid synthase BioA (Mycobacterium tuberculosis). hit rate 0.096% among 360,000. inhibition, % at 9.99 µM. purified M. tuberculosis BioA enzyme; in the data active means inhibition above about 40%
Rv3671c inh: Rv3671c serine protease inhibitors, primary screen, biochemical, fluorescence polarization, M. tuberculosis H37Rv. P9WHR9. inhibition, % at 5.96 µM. hit rate 0.048% among 320,000. AID 2606, 2010; in the data active means inhibition above about 38%;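 further: extracellular domain of Rv3671c used as enzyme; 0% = enzyme with DMSO and 100% = no enzyme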
Target sequence (P9WHR9 whole entry, looked up, the tested form may be a part): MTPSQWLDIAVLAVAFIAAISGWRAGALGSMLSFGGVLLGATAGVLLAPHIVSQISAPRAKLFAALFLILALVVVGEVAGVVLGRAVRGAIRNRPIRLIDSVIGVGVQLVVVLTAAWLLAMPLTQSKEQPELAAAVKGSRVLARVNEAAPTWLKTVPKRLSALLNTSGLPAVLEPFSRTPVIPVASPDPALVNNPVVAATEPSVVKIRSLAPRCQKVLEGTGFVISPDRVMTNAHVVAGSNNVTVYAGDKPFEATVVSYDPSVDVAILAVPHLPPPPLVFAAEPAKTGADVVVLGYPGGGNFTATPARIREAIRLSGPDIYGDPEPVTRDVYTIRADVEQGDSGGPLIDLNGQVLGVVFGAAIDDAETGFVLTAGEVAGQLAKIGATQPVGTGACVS
3CLpro inhibitor: SARS-CoV 3CLpro protease inhibitors, primary screen, biochemical, quenched FRET; Replicase polyprotein 1ab (Severe acute respiratory syndrome coronavirus), P0C6X7; hit rate 0.14% among 290,000; recombinant SARS-CoV 3CLpro, quenched FRET peptide cleavage; inhibition, % at 6 µM; in the data active means inhibition above about 12%
VHR inh abs: VHR1 phosphatase inhibitors, primary screen, biochemical, absorbance, uHTS. AID 1654, 2009. Dual specificity protein phosphatase 3 (Homo sapiens), P51452. recombinant VHR phosphatase, pNPP absorbance. inhibition, % at 13.3 µM. hit rate 0.52% among 290,000; in the data active means inhibition above about 50%; further: some compounds called inactive have numbers as strong as hits
Target sequence (P51452 whole entry, looked up): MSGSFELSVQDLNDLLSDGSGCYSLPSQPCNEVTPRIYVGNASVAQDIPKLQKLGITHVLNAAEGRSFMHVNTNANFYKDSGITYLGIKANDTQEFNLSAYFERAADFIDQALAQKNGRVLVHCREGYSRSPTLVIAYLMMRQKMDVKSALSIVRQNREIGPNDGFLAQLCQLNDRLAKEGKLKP
GDH-TPI counter: GDH-TPI coupling enzyme inhibitors, primary screen, artefact control for M. tuberculosis FBA inhibitor project, biochemical, absorbance, full deck | GDH-TPI coupled enzyme counterscreen, NADH absorbance | inhibition, % at 4.8 µM | hit rate 1.2% among 360,000; in the data active means inhibition above about 30%;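 further: 0% = DMSO wells and 100% = wells lacking the enzyme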
PriA SSB inh: inhibitors of Klebsiella pneumoniae PriA binding to SSB C-terminal tail, primary screen, biochemical, AlphaScreen; PriA–SSB C-terminal tail interaction (Klebsiella pneumoniae); AlphaScreen SSBct-PriA binding, biotinylated peptide; inhibition, % at 33 µM; hit rate 0.6% among 430,000; in the data active means inhibition mostly above about 37%, no sharp cut-off; inactive means mostly below about 20%;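 further: plate controls were negative control peptide for no effect and reference peptide for full effect; strong numbers were not always called active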
* = called active by the depositor; i = inactive; x = not tested or not shown; & = joins results of further samples. The list is partial; count on the stated rates, not on these rows.

SMILES | Mtb UGM inh | Vc quorum ag | MazF activator | FBA Mtb inh | Mtb BioA inh | Rv3671c inh | 3CLpro inhibitor | VHR inh abs | GDH-TPI counter | PriA SSB inh
O=C(CCc1nnc2ccc(N3CCOCC3)nn12)Nc1ccc(F)cc1F | 2.6 | i | 10.6 | -0.3 | -1.6 | -2.8 | 0.2 | -17.2 | 7.8 | 8.5
CC(=O)Nc1ncnc2c1c(-c1ccc(Cl)cc1)nn2C(C)(C)C | -2.6 | i | 6.9 | 49.5* | x | -1.2 | -3.4 | 1.1 | -7.9 | -7.9
COc1cccc(CN(C)C(=O)CCN(c2ccccc2)S(=O)(=O)c2ccc(C)cc2)c1OC | -1.3 | i | 2.4 | -4.4 | x | 5.6 | x | x | 3.5 | 4.7
CCC(=O)Nc1cccc(NC(=O)CN2CCN(c3ccccc3OC)CC2)c1 | -0.3 | -0.6 | -2.4 | -1.4 | -0.5 | -9.7 | 3.0 | 4.9 | 0.6 | -16.7
O=C(OCC(=O)N1CCOCC1)c1cccc(S(=O)(=O)N2CCCc3ccccc32)c1 | -3.1 | i | 12.4 | 2.3 | x | 11.5 | 1.6 | 13.3 | -16.8 | -12.2
COc1ccc(NCC(=O)N/N=C2\CCCC(C)C2)cc1 (centres undefined) | x | -0.2 | -3.4 | 0.0 | x | x | -3.3 | -1.8 | -6.0 | x
CC1CN(C(=O)c2ccc(Cl)c(S(=O)(=O)NCc3ccco3)c2)CC(C)O1 (centres undefined) | 1.9 | i | 3.7 | -1.3 | -2.4 | 3.2 | x | x | -3.5 | -2.9
CC(C)n1nnnc1SCC(=O)Nc1cccc(F)c1 | x | -0.4 | 9.4 | 3.4 | 0.2 | x | -0.2 | 29.8 | -6.1 | 4.1
O=S(=O)(Nc1ccc(-c2cn3ccsc3n2)cc1)c1ccc2c(c1)OCCO2 | -1.3 | i | 2.7 | -1.3 | -3.3 | -11.3 | -1.1 | 35.9 | 3.7 | 18.1
COCC(C)NCC(=O)NC(C)CCc1ccccc1 (centres undefined) | 0.0 | -0.4 | 3.8 | 0.2 | x | 1.5 | -2.3 | 1.9 | 5.6 | -16.4
COC(=O)c1ccc2c(=O)n(Cc3ccc(C(=O)NCCCN4CCC(C)CC4)cc3)c(=S)[nH]c2c1 | -1.4 | -2.8 | 15.8 | -2.5 | x | -8.1 | -2.6 | -5.0 | 11.7 | -4.8
Cc1ccc(S(=O)(=O)N2CCCCC2)cc1NC(=O)CN1CC=C(c2ccccc2)CC1 | -1.2 | -0.2 | -6.6 | -3.6 | -0.8 | -9.3 | 2.6 | 2.1 | 0.0 | 9.8
COc1ccc(NC(=O)COc2coc(CN3c4ccccc4CC3C)cc2=O)cc1 (centres undefined) | -2.3 | i | 7.6 | -1.5 | -1.0 | -2.3 | x | x | 1.1 | -3.6
CC(C)CC(=O)NC(Nc1ccc([N+](=O)[O-])cc1)C(Cl)(Cl)Cl (centres undefined) | x | -0.5 | 1.2 | 1.5 | x | -4.4 | 2.6 | 1.3 | 11.1 | -7.9
Cc1ccc(S(=O)(=O)NN=C(c2ccccc2)c2cccs2)cc1 | x | i | 0.2 | -3.1 | 1.4 | x | x | x | 14.7 | x
COc1ccc(CN2CCNC(=O)C2CC(=O)NCCCn2nnc3ccccc32)cc1C (centres undefined) | -1.8 | -0.3 | 7.3 | 0.7 | 0.0 | 9.8 | -1.2 | 9.7 | 4.3 | 17.4
COc1ccc2c(c1)CCc1c(C(=O)Nc3c(C)nn(Cc4ccccc4)c3C)noc1-2 | 1.6 | 3.1 | 6.0 | 5.3 | x | -9.4 | 0.5 | -8.8 | 14.6 | -9.2
Cc1ccc(Cn2ncc3c(N4CCN(CCc5ccccc5)CC4)ncnc32)cc1 | 1.6 | i | 5.5 | 2.0 | -0.8 | 4.3 | 2.2 | -9.2 | 0.7 | 0.7
Cc1cc(C)c(C(=O)OCC(=O)Nc2cccc(S(=O)(=O)N3CCCCC3)c2)c(C)c1 | -0.4 | i | -4.3 | -2.4 | -1.0 | -55.3 | x | x | -2.5 | -2.6
CCCS(=O)(=O)N1CCN(Cc2c[nH]c3ccccc23)CC1 | -2.5 | -0.3 | 2.7 | -0.1 | x | 5.0 | 1.5 | -3.6 | -1.3 | -0.1
O=C(CCCN1CCOC(c2ccccc2)C1)c1ccc(F)cc1 (centres undefined) | -4.1 | -1.9 | 0.4 | 3.0 | -0.1 | -7.5 | -1.1 | 9.2 | -0.8 | -9.5
CCc1nnc(NC(=O)CCC(=O)N2CCN(S(=O)(=O)c3cc(Cl)ccc3OC)CC2)s1 | 0.4 | -0.3 | -1.7 | 0.0 | 4.4 | -8.1 | -2.4 | 28.7 | 19.3 | -0.4
O=C(C1=C[C@H](c2coc3ccccc3c2=O)C[C@H](OCc2ccc(CO)cc2)O1)N1CCN(Cc2ccc3c(c2)OCO3)CC1 | 5.6 | i | 1.1 | 6.2 | -0.2 | -4.3 | 6.2 | 12.0 | 9.4 | 4.2
O=C(NCc1cccc(Cl)c1)c1cccnc1 | -1.2 | -5.3 | -6.1 | 0.9 | 0.5 | 5.2 | -0.3 | -0.2 | 9.8 | -1.3
O=C1N(Cc2ccc(F)cc2Cl)c2ccccc2C12OCCCO2 | 0.9 | 1.8 | -13.4 | 0.8 | 2.4 | 5.0 | -0.9 | 20.1 | -9.6 | -14.7
S=C(Nc1ccccn1)c1ccccn1 | -1.3 | i | -3.2 | 1.6 | -1.1 | 0.6 | 3.1&0.9 | -0.8&-0.1 | 20.1 | 80.6*
OC(c1ccccc1)(c1ccc(F)cc1)C(c1ccccc1)N1CCOCC1 (centres undefined) | -1.1 | x | 1.2 | -0.4 | -0.4 | -1.0 | -5.1 | 27.1 | -8.2 | -3.2
CCOC(=O)c1cc(CC)sc1NC(=O)c1ccc2c(c1)OCCO2 | -0.6 | i | -5.8 | 6.3 | 0.2 | -0.4 | 0.3 | 15.6 | 6.1 | -4.2
CCCCON1C(=O)c2cccc3cccc(c23)C1=O | -2.0 | i | 10.9 | 20.3 | 7.6 | -7.2 | 0.6 | 21.9 | 0.0 | -13.7
Cc1c(/C=N\NC(=O)C2COc3ccc(C(C)(C)C)cc3O2)c2ccccc2n1C (centres undefined) | 2.4 | -0.4 | 6.7 | -1.6 | 0.3 | 8.6 | 4.4 | 11.9 | 19.3 | x
COc1ccc2cc(CN(C(=O)Nc3ccccc3)C3CCCC3)c(=O)[nH]c2c1 | 1.4 | -2.0 | 0.0 | 0.0 | -0.8 | -2.3 | -0.4 | -12.4 | 16.0 | -13.0
CCOc1[nH]c(/N=C/c2ccco2)c(C#N)c1C#N | -2.7 | -0.5 | 9.9 | 0.6 | -4.3 | 12.0 | -1.4 | -2.3 | 12.6 | x
Cc1ccc(/C(=N\S(=O)(=O)c2ccc(Br)cc2)Nc2ccccc2C)cc1 | -4.2 | -0.3 | 7.3 | -1.0 | -0.6 | -6.1 | -1.0 | 18.7 | 8.8 | x
Cc1cc(C(=O)CN2C(=O)NC(C)(c3cccc(Br)c3)C2=O)c(C)n1Cc1ccco1 (centres undefined) | -0.9 | i | -7.0 | -2.5 | -1.4 | -9.0 | 4.4 | 27.4 | -1.9 | 11.8
NC1=C(Br)C(=O)c2ncccc2C1=O | x | -2.0 | 8.2 | -5.4 | x | x | x | x | 8.7 | 5.5
CCCCCC1CC(CC(=O)Nc2ccc([N+](=O)[O-])cc2)C(=O)O1 (centres undefined) | -0.7 | x | -2.2 | 0.1 | x | 5.1 | 4.4 | -8.2 | 13.0 | 8.1
Cc1ccc(SC(c2ccc(C)cc2)C(Cn2cncn2)C(=O)c2ccccc2)cc1 (centres undefined) | -2.2 | 0.7 | 19.8 | 3.5 | x | -15.3 | -1.2 | 2.1 | 8.7 | -7.8
Cc1cccc(NC(=O)Cn2c(/C=C/c3ccccc3)nc3ccccc32)c1 | 1.0 | -0.3 | -2.9 | 32.1* | x | -13.7 | 0.8 | 30.5 | 7.6 | -23.7
Cc1cccc(C2NS(=O)(=O)N=C2N)c1 (centres undefined) | -0.1 | -0.7 | 6.5 | -0.7 | -1.7 | -15.0 | -8.3 | 34.7 | 10.1 | -1.8
CC12CCC(C(=O)N(c3ccccc3Cl)C1=O)C2(C)C (centres undefined) | -2.8 | 0.8 | -26.0 | 2.7 | -1.2 | -2.0 | 2.1 | 1.2 | 0.8 | -8.3

In the list so far, these contain an NH in an aromatic ring.
SMILES | Mtb UGM inh | Vc quorum ag | MazF activator | FBA Mtb inh | Mtb BioA inh | Rv3671c inh | 3CLpro inhibitor | VHR inh abs | GDH-TPI counter | PriA SSB inh
COC(=O)c1ccc2c(=O)n(Cc3ccc(C(=O)NCCCN4CCC(C)CC4)cc3)c(=S)[nH]c2c1 | -1.4 | -2.8 | 15.8 | -2.5 | x | -8.1 | -2.6 | -5.0 | 11.7 | -4.8
CCCS(=O)(=O)N1CCN(Cc2c[nH]c3ccccc23)CC1 | -2.5 | -0.3 | 2.7 | -0.1 | x | 5.0 | 1.5 | -3.6 | -1.3 | -0.1
COc1ccc2cc(CN(C(=O)Nc3ccccc3)C3CCCC3)c(=O)[nH]c2c1 | 1.4 | -2.0 | 0.0 | 0.0 | -0.8 | -2.3 | -0.4 | -12.4 | 16.0 | -13.0
CCOc1[nH]c(/N=C/c2ccco2)c(C#N)c1C#N | -2.7 | -0.5 | 9.9 | 0.6 | -4.3 | 12.0 | -1.4 | -2.3 | 12.6 | x

The listing continues.
SMILES | Mtb UGM inh | Vc quorum ag | MazF activator | FBA Mtb inh | Mtb BioA inh | Rv3671c inh | 3CLpro inhibitor | VHR inh abs | GDH-TPI counter | PriA SSB inh
NC(=O)NC(CC(=O)OCC(=O)NC(=O)NCc1ccco1)c1ccc(Cl)cc1 (centres undefined) | 4.5 | -0.6 | -13.8 | -2.2 | 0.7 | -4.2 | -3.0 | 15.3 | -10.0 | 8.7
CN(CC(=O)Nc1ccc(Cl)cc1F)C1=NS(=O)(=O)c2ccccc21 | -0.2 | i | -8.9 | -1.8 | -2.0 | 6.7 | x | x | 3.4 | -2.7
COc1ccc(C)cc1NC(=O)c1ccc(NS(=O)(=O)c2c(C)noc2C)cc1 | 0.9 | 5.3 | 4.7 | 3.0 | 0.3 | -8.0 | 1.3 | -2.4 | 6.0 | -2.1
O=C(NNc1nc2cc3c(cc2s1)OCCO3)c1ccc(F)cc1 | -2.9 | i | 12.5 | 1.8 | x | 10.5 | -1.8 | 19.0 | 1.3 | 13.5
CCc1cc(=O)oc2cc(OCC(=O)NCCCn3ccnc3)ccc12 | 1.6 | i | -23.0 | 22.6 | -0.8 | 1.7 | -3.2 | 16.6 | 20.7 | 38.7*
O=S(Cc1ccc(Br)cc1)Cc1nnc(SCc2ccc(Cl)cc2)n1-c1ccccc1 (centres undefined) | -2.0 | -0.9 | -0.3 | 2.0 | -1.1 | -18.2 | 6.7 | 0.0 | -4.3 | -2.0
CC(=O)NC12CC3CC(C1)CC(C(=O)OCC(=O)c1cc(C)n(C)c1C)(C3)C2 | 5.3 | -2.9 | 7.6 | 0.1 | -0.2 | -0.5 | x | x | 3.2 | -3.1
CCCCN(C=O)c1c(CC)nc2ccc(C(=O)NCCOc3ccc(OC)cc3)cn12 | x | -0.4 | x | 2.1 | -0.2 | x | x | x | 9.1 | x
O=C(N/N=C/c1ccco1)c1[nH]ncc1Br | 3.9 | -0.2 | x | 1.2 | -1.1 | x | -0.5 | 1.8 | 10.0 | x
COC(=O)CSc1cc(C(F)(F)F)nc(-c2ccccn2)n1 | 0.6 | -0.4 | -0.8 | -2.0 | x | -1.8 | -3.4 | 16.8 | 1.7 | -6.5

Screens as filed in PubChem.
